Compound activity from PubChem BioAssay.
CRFBP-R2 block: CRF-BP/CRF-R2 complex antagonism; HEK293 CRF-R2/CRF-BP, CRF-induced calcium fluorescence; inhibition, % at 11.8 µM; actives 0.59% (n = 350,000);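 active = inhibition of the ligand-induced calcium signal above about 50% at the single tested concentration, limit read from the data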
CRFBP-R2 agonist: agonists of human CRF-binding protein/CRF-R2 receptor complex; HEK293 CRF-R2/CRF-BP, calcium dye fluorescence (FLIPR); percent of saturating CRF peptide response; activation, % at 13.2 µM; AID 588473; actives 0.46% (n = 350,000);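 active = activation of at least 50%, plus an integration ratio under a set limit after plate pattern correction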;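 also: plate controls were neutral control wells without compound for no effect and CRF at EC100 for full effect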
M5 antag: blocks acetylcholine activation of human M5 receptor; P08912; CHO-hM5 cells, Fluo-8 calcium fluorescence, ACh EC80; inhibition, % at 3 µM; actives 0.59% (n = 360,000); AID 624040;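 active = inhibition above a per-plate cutoff, the mean of that plate's test compounds plus 3 SD, cut at about 27% in these data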;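 also: 0% = acetylcholine EC80 with DMSO and 100% = DMSO without agonist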
Target sequence (P08912 whole entry, looked up): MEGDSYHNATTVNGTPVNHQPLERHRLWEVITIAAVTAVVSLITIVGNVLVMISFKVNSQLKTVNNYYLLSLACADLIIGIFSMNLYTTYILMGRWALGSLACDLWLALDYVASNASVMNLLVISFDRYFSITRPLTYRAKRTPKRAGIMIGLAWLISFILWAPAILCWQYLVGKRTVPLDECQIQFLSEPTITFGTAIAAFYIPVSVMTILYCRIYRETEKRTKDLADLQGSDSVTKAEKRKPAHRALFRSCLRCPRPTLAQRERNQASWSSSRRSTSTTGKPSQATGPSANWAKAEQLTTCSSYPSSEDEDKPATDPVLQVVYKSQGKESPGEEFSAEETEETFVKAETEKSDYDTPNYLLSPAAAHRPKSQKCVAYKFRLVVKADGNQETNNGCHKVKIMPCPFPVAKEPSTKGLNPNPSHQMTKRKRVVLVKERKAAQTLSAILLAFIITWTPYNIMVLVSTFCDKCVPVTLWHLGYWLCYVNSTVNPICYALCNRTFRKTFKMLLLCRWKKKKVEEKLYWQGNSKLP
M5 ag: CHRM5 agonism in calcium assay; actives 0.19% (n = 360,000); activation, % at 3 µM; AID 624037; P08912; CHO-K1 hM5 cells, Fluo-8 calcium fluorescence; 0% DMSO wells, 100% maximal acetylcholine response;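 active = activation above the run's mean over test compounds plus 3 SD, cut at about 23% in these data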;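 also: signal is peak over basal fluorescence ratio across the kinetic read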
IDE inh: inhibits human insulin-degrading enzyme in HEK cells; FAbetaB cleavage, fluorescence polarization; P14735; inhibition, % at 5.59 µM; actives 0.41% (n = 320,000);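 active = percent inhibition above the average of all tested compounds plus 3 SD, set per screening campaign, cut at about 16% in these data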;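 also: IDE supplied by intact live HEK cells; FP after avidin binding of uncleaved biotin substrate so inhibition keeps polarization high; 0% = DMSO wells and 100% = 60 µM reference IDE inhibitor Ii1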
M4 PAM: positive allosteric modulators of human muscarinic M4 receptor | AID 624126 | activation, % at 3 µM | CHO-K1 hM4/Gqi5, Fluo-8 calcium fluorescence, ACh EC20; 0% = ACh EC20, 100% = maximal ACh | actives 0.4% (n = 360,000) | P08173;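 active = activation above its plate's cutoff, the mean activation of sample wells plus 3 SD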; also: some results filed as inactive read as strong as hits
Target sequence (P08173 whole entry, looked up): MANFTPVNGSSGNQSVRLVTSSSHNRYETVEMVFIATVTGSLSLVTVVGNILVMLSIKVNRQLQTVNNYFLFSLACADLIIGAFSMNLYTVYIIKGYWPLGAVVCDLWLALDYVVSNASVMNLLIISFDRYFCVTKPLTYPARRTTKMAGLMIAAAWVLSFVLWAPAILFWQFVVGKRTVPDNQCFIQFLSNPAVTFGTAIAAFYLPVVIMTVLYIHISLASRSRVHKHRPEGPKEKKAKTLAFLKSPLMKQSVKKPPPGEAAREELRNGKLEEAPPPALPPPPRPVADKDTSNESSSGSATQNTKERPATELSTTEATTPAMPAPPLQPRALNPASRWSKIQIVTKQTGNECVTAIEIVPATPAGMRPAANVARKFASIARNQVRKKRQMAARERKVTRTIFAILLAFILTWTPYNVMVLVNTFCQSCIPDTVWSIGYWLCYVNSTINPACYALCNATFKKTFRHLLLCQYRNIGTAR
M4 antag: CHRM4 antagonism in calcium assay | P08173 | CHO-hM4 cells, ACh EC80, Fluo-8 calcium fluorescence | inhibition, % at 3 µM | actives 0.73% (n = 360,000);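 active = inhibition above its plate's cutoff, the mean inhibition of sample wells plus 3 SD, cut at about 27% in these data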;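 also: 0% = acetylcholine EC80 with DMSO and 100% = DMSO without agonist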
CHRM5 PAM: positive allosteric modulators of human muscarinic M5 receptor; actives 0.3% (n = 360,000); CHO-K1 hM5, Fluo-8 calcium, ACh EC20 PAM; 0% = ACh EC20, 100% = ACh EC100; AID 624038; P08912; activation, % at 3 µM;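 active = activation above the run cutoff, the mean activation of all test compounds plus 3 SD, cut at about 18% in these data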
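Assay system: CHO-K1 hM5 cells / Incubation: Fluo-8 loading 80 min at 37 °C plus 30 min room temperature / Technique: Fluo-8 calcium dye fluorescence, kinetic read / Repeats: single replicate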
M4 ag: CHRM4 agonism in calcium assay; activation, % at 3 µM; actives 0.14% (n = 360,000); CHO-K1 hM4/Gqi5, Fluo-8 calcium fluorescence; vehicle 0%, full acetylcholine response 100%; P08173;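 active = activation above the run mean over all test wells plus 3 SD, cut at about 32% in these data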;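 also: peak over basal fluorescence ratio per well then scaled between controls; 0% = DMSO wells and 100% = acetylcholine at EC100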
An asterisk follows results filed as active; · = no result given.

structure,CRFBP-R2 block,M4 PAM,M5 ag,M4 antag,IDE inh,M4 ag,M5 antag,CRFBP-R2 agonist,CHRM5 PAM
O=C(NCc1ccco1)C1(c2ccccc2)CCCC1,21,22,-3,-12,1,0,1,0.0,3
O=C(NCc1cccnc1)c1ccccc1NC(=O)c1c(F)cccc1F,-6,1,-1,-6,7,4,-1,1.4,2
Cc1ccc(CSc2nnc(-c3ccncc3)n2C)cc1,-3,16,4,15,6,1,-6,1.1,3
CC(C)(C)Cc1nnc(NC(=O)CN2C(=O)c3ccccc3C2=O)s1,-5,-2,-2,2,2,1,-7,-3.0,-7
Cc1ccc(N2C(=O)C3C(C2=O)N2C(c4cccs4)C4C(=O)N(c5ccc(C)cc5)C(=O)C4N2C3c2cccs2)cc1 (configuration not stated),0,2,-2,-4,1,1,2,0.1,-1
COC(=O)c1cc(NC(=O)C2COc3ccccc3O2)ccc1Cl (configuration not stated),-38,-6,6,10,-3,15,4,-0.6,-10
O=C(Nc1cccc2c1CCCC2)C1CCN(C(=O)NC2CCCCC2)CC1,-5,16,-1,-2,4,0,0,-0.5,2
O=C(c1cc(COc2ccc(F)cc2Cl)on1)N1CCC(OCc2cccnc2)CC1,4,-14,5,5,6,14,9,-2.3,-15
Cc1cc(NC(=O)CSc2nc(-c3ccco3)cc(C(F)(F)F)n2)no1,6,0,1,-12,1,1,-1,3.3,1
CC(Oc1ccccc1)C(=O)N1CCC2(CC1)Oc1ccc(F)cc1C(=O)C21CC(c2ccc(Cl)cc2)=NO1 (configuration not stated),-4,7,-3,-3,-1,2,11,4.4,-10
CC(C)(CO)NS(=O)(=O)c1ccc2c(c1)C(=NO)c1cc(S(=O)(=O)NC(C)(C)CO)ccc1-2,-17,21*,0,-3,0,1,-8,5.8,11
C#Cc1ccc2c(c1)COc1c3ccccc3nn1-2,-4,-2,1,-6,3,-1,11,-1.2,-11
c1n[nH]c(NCc2ccc3c(c2)OCO3)n1,-2,-1,-1,6,0,1,6,-0.3,-9
O=C(O)c1cccc(CSc2nnc(COc3ccccc3)o2)c1,15,14,1,3,-1,0,1,0.2,3
CC(C)C(=O)Nc1cc(C(F)(F)F)ccc1-n1ccnc1,0,-2,-2,4,3,2,13,2.1,4
NS(=O)(=O)c1cccc(NC(=O)c2cccs2)c1,7,2,-3,-9,-1,0,-4,-7.8,5
N#Cc1ccc(N2CCc3ccccc3C2)c([N+](=O)[O-])c1,15,-2,-7,-14,-9,-1,-4,-1.5,-14
Cc1c(Cl)ccc2c(C(=O)Nc3cc(C(C)(C)C)on3)cc(-c3ccccn3)nc12,-13,8,-1,-1,4,2,14,2.5,-5
COc1ccc(S(=O)(=O)N2CCOCC2)cc1NC(=O)CSc1nc(C)c(C)c(C)n1,-1,-2,-10,-2,5,2,6,1.8,-1
CC(Sc1ncnc2sccc12)C(=O)Nc1ccc(S(=O)(=O)N2CCOCC2)cc1 (configuration not stated),5,1,4,6,·,9,-6,0.5,-7
Nn1c(SCc2ccc(F)cc2)nnc1-c1ccncc1,21,-5,-1,2,15,1,7,-1.8,3
Cc1ccc(C)c(C(=O)C(C)OC(=O)c2cccn2C)c1 (configuration not stated),-4,14,-7,-11,-4,0,-9,0.8,-1
Cc1ccccc1COc1ccc(/C=C(\C#N)C(N)=O)cc1,-15,-6,4,6,-7,1,5,-1.7,-6
COc1nc2ccc(C)cc2cc1-c1noc(-c2ccccc2)n1,-6,0,-4,-4,1,0,5,1.7,-3
CCN(CC)S(=O)(=O)c1cc(NC(=O)C(C)N2CCN(Cc3ccc4c(c3)OCO4)CC2)ccc1C (configuration not stated),-23,-1,-5,0,-4,2,-7,0.1,2
O=C(Nc1ncc([N+](=O)[O-])s1)C1COc2ccccc2O1 (configuration not stated),44,-2,5,-1,2,17,26,37,-15
CCOC(=O)c1c(-c2ccc(Cl)cc2)csc1NC(=O)CNCc1ccco1,16,-23,-2,6,-8,0,-5,-0.7,-6
C(=C\CSc1ncn[nH]1)/CSc1ncn[nH]1,15,18,-3,-13,7,1,0,-1.2,6
O=C1c2ccccc2-c2ccccc2NC1O (configuration not stated),0,-6,0,4,·,1,9,-1.3,0
COc1ccc(-c2csc(NC(=O)c3ccc(S(C)(=O)=O)cc3)n2)cc1,-52,-14,23*,7,-4,24,10,-2.0,-24
CCc1cc(-c2n[nH]c(CCC(=O)O)c2-c2nc3ccccc3n2C)c(O)cc1O,7,10,-5,-3,1,1,6,-2.9,-2
S=c1[nH]nc(COc2ccccc2)n1/N=C/c1ccccn1,31,-1,1,2,2,1,-7,-3.9,3
COCCNC(=O)CC(=O)N/N=C/c1cccc(C(=O)OC)c1,1,-5,-2,3,-4,2,12,1.1,0
CC1(C(=O)Nc2cccc(C#N)c2)CCN1C(=O)C1(c2ccccc2)CC1 (configuration not stated),·,-1,6,-12,·,7,-4,·,-2
CNC(=O)CSc1nnc(SCCC(=O)O)s1,7,4,-1,2,-2,1,6,-2.9,-3
O=S(=O)(CCNCc1ccco1)NCc1ccccc1,5,-2,1,5,·,1,14,-1.4,-5
Clc1ccc(-c2csc3ncnc(Cl)c23)cc1,32,-3,-6,0,3,-1,3,2.1,-4
c1ccc(OCCNc2ccn3nc(-c4ccco4)cc3n2)cc1,·,5,1,-10,·,8,8,·,-5
CC(C)(C)NC(=O)CN(C(=O)C(=O)Nc1ccc2c(c1)OCCO2)C1CC1,4,0,0,10,3,0,14,0.2,-2
COCCC(=O)N1CCC(Oc2ccc(C(=O)N3CCCCC3CCO)cc2)CC1 (configuration not stated),7,-2,-6,0,0,0,10,0.3,0
CC(C)(C)S(=O)(=O)N1Cc2cc(=O)n(Cc3ccccc3)c(CCO)c2[C@H]1CCO,0,-2,1,-6,·,0,-3,-0.1,5
O=C(NC1=NCCS1)c1sc2cc(F)ccc2c1Cl,4,-1,1,3,9,1,6,-1.7,0
Cc1noc(C)c1CSCC(=O)Oc1ccc(N(C)S(=O)(=O)c2ccccc2)cc1,3,-1,3,3,8,9,0,2.4,0
O=C(CCCCCn1c(=S)[nH]c2cc3c(cc2c1=O)OCO3)N1CCN(Cc2ccccc2)CC1,0,-6,-3,2,2,5,5,-1.6,-2
O=C(NC(NC(=S)Nc1cccc(C(=O)O)c1)C(Cl)(Cl)Cl)OCc1ccccc1 (configuration not stated),18,11,1,-6,6,1,-6,-3.8,6
CC(=O)OCC(O)C1(O)CCC2C3CCC4=CC(=O)CCC4(C)C3C(O)CC21C (configuration not stated),·,11,-1,-31,·,4,-1,·,1
C=CCn1c(N)cc(=O)nc1SCC(=O)Nc1ccc(C(=O)OCC)cc1,-1,0,-3,2,7,0,10,0.3,1
COc1ccc(NC(=O)CN(C)C(=O)c2c(-c3c(F)cccc3Cl)noc2C)cc1,1,-6,-2,4,8,1,5,-0.3,-3
O=C(Cn1cnc2c(nnn2Cc2ccccc2)c1=O)NCc1ccccc1Cl,-13,1,2,-5,0,1,-2,0.4,5
O=C(c1ccc2c3n(nc2c1)-c1ccccc1CO3)N1CCCCC1,-1,11,1,-7,-3,1,6,-1.9,7
Cc1ccc(S(=O)(=O)N2[C@@H](c3ccccc3F)C(C(=O)O)=CC[C@H]2c2ccc3c(c2)OCO3)cc1,5,2,2,-4,0,1,5,-1.9,6
CCS(=O)(=O)N1CCCC(C(=O)NC2CCC(C)CC2)C1 (configuration not stated),1,6,1,-2,0,0,0,1.8,2
Cc1ccc2nc(-c3cccnc3)cc(C(=O)Nc3ccc(F)cc3C)c2c1,-7,-8,3,-8,2,8,5,0.2,-4
Cc1cc(C)nc(SCC(=O)N/N=C/c2cc(C)n(-c3ccccc3C)c2C)n1,-44,2,-1,-1,4,0,-3,-1.5,-2
O=C(NNC(=O)c1ccc(-c2ccccc2)cc1)Nc1ccccc1F,12,1,-4,5,1,0,-2,-0.2,0
CCOc1ccc(OCCOCCOc2ccccc2Cl)cc1,23,-1,-4,-2,-2,0,1,2.3,0
Cc1nc(C)c(C(=O)OCC(=O)NCCc2ccc(S(N)(=O)=O)cc2)s1,4,4,3,12,-4,1,7,-1.8,-6
CC(=O)NNC(=S)NCCc1ccccc1,-9,6,3,1,7,2,-1,-1.0,7
O=C(CC1C(=O)NCCN1Cc1c(F)cccc1Cl)NCCC1=CCCCC1 (configuration not stated),-19,-11,-2,-2,-2,2,7,-1.6,-1
Cc1cc(C)c(C(=O)N2CCCC(N3CCN(c4cccc(C(F)(F)F)c4)CC3)C2)o1 (configuration not stated),-23,-6,-6,-1,6,5,-1,25,0

Next results follow:
structure,CRFBP-R2 block,M4 PAM,M5 ag,M4 antag,IDE inh,M4 ag,M5 antag,CRFBP-R2 agonist,CHRM5 PAM
C=CCn1c2ccccc2c(=O)c2cc(C#CC3(O)CCCCC3)ccc21,-9,0,-5,1,-2,1,11,-0.2,-3
O=C(O)C[C@H]1c2cc(C(F)(F)F)ccc2S(=O)(=O)N1C1CCCC1,1,19,1,-6,1,0,3,-0.8,10
COc1ccccc1-c1nc2s/c(=C\c3cccs3)c(=O)n2n1,-12,5,-2,-10,1,0,1,0.4,6
CCOC(=O)C1CCN(C(=O)c2ccc(OCC(=O)Nc3cccc(C(F)(F)F)c3)cc2)CC1,-6,-8,3,1,0,17,3,-5.7,-11
O=S(=O)(Nc1ccccn1)c1cnc(Cl)c(Br)c1,18,12,-1,0,3,0,1,0.4,-1
CC(C)(C)c1ccc(C(=O)N2CCN(S(=O)(=O)c3ccc(Br)s3)CC2)cc1,10,0,4,2,6,0,-2,0.5,-8
CN(CCc1ccccc1)C(=O)c1ccc(NC(=O)Cc2ccc(NC(=O)C3CCCN(C(=O)C4CCCCC4)C3)cc2)cc1 (configuration not stated),-6,6,0,2,·,2,12,1.1,-1
CN(C)Cc1c(O)ccc2ccccc12,-8,0,-2,-3,-2,2,-1,0.0,11
COc1ccc2sc(-c3ccc(S(C)(=O)=O)cc3)c(-c3ccc4c(c3)OCCO4)c2c1,-5,4,0,10,1,1,6,1.2,-8
COc1ccc(-c2oc3ccc(N4CCOCC4)cc3c2C#Cc2ccc(N)cc2)cc1,-25,20,6,-5,0,1,7,-0.3,2
CCCN(CC(=O)Nc1ccccc1C)C(=O)COc1ccc2c(c1)CCC2,-12,0,0,-2,1,2,-13,-0.8,1
COC(=O)c1nn(-c2c(C)n(C)n(-c3ccccc3)c2=O)cc1O,8,16,2,-5,-3,2,0,1.7,0
Cc1ccc(S(=O)(=O)NCCCC(=O)N2CCC(C)CC2)cc1,-23,0,-2,-5,3,1,14,-0.5,8

Retrieved one by one from above:
structure,CRFBP-R2 block,M4 PAM,M5 ag,M4 antag,IDE inh,M4 ag,M5 antag,CRFBP-R2 agonist,CHRM5 PAM
O=C(O)C[C@H]1c2cc(C(F)(F)F)ccc2S(=O)(=O)N1C1CCCC1,1,19,1,-6,1,0,3,-0.8,10
CCCN(CC(=O)Nc1ccccc1C)C(=O)COc1ccc2c(c1)CCC2,-12,0,0,-2,1,2,-13,-0.8,1
COc1ccccc1-c1nc2s/c(=C\c3cccs3)c(=O)n2n1,-12,5,-2,-10,1,0,1,0.4,6

Compounds were not picked by outcome (roughly 2.9% active in at least one column).
